From PubChem BioAssay
FUS suppressor = qHTS for Suppressors of FUS Proteinopathy: Primary screen using FUS-linked yeast assay. S. cerevisiae FUS-expressing, growth rescue, OD600, 24 h. 390,000 tested, 0.24% active. Potency, µM (highest dose often 76.6 µM), inactives show at the top dose growth rescue (activation), most hits filed as activators;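 also: potency is read from the fitted curve at half-maximal effect; plate controls were DMSO vehicle for no effect and reference control for full effect; nearly all actives have a fitted effect of over 55% in size; some results filed as inactive show a strong effect at the top dose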
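Yeast expressing FUS under galactose induction, OD 0.005 in 2% galactose medium; compounds in a dilution series, 24 h at 30C. Growth rescue by absorbance at 600 nm; CP55940 positive control, DMSO negative.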
TDP-43 yeast inh = qHTS of TDP-43 Inhibitors; TDP-43 expressing yeast growth rescue, BacTiter-Glo, 24 h; Potency, µM (doses to about 46.1 µM), for inactives: at the highest dose growth rescue (activation), hits mostly activators; 410,000 tested, 1.8% active; AID 652104, 2013; also: potency is read from the fitted curve at half-maximal effect; % of control where 0% means no effect; nearly all actives have a fitted effect of over 50% in size
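Growth rescue of TDP-43-toxic yeast measured as ATP luminescence (BacTiter-Glo). Cells grown to mid-log in raffinose, induced in galactose at OD600=0.02, exposed to compound 24 hr at 30 deg C.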
EPAC2 antagonist = qHTS for Antagonist of cAMP-regulated guanine nucleotide exchange factor 2 (EPAC2): primary screen; EPAC2 GEF exchange of Rap1B-BODIPY-GDP, fluorescence; 360,000 tested, 0.18% active; Rap guanine nucleotide exchange factor 4 (Homo sapiens), Q8WZA2; Potency, µM (highest dose often 114 µM), for the others: at the top dose activity, negative = inhibition, hits mostly inhibitors; also: potency is read from the fitted curve at half-maximal effect; % is scaled to controls: 0 for no effect and ±100 for the full control effect; nearly all actives have a fitted effect of over 45% in size; many of its hits are not listed in these tables
Abeta yeast res = qHTS for compounds that reverse cellular toxicity of Amyloid beta (A-beta) peptide in yeast: Primary Screen; AID 1347071, 2019; yeast expressing A-beta42, growth rescue, OD600, 48 h; response scale: 0% DMSO, 100% iron-clioquinol control; Potency, µM (top dose mostly 46.1 µM), without a hit: top-dose growth rescue, actives largely listed as activators; 410,000 tested, 0.063% active; also: potency is read from the fitted curve at half-maximal effect; nearly all actives have a fitted effect of over 55% in size
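Yeast growth medium received pinned compounds, then yeast cells expressing toxic A-beta were added; plates incubated at 30 C for 48 hr. Growth read as absorbance at 600 nm, normalized to DMSO and equimolar FeCl3 plus clioquinol controls.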
DRD3 agonist = qHTS of D3 Dopamine Receptor Agonist: qHTS. AID 652048, 2013. max activation, %. 410,000 tested, 0.58% active. D(3) dopamine receptor (Homo sapiens), P35462. D3R DiscoveRx beta-arrestin cells, luminescence, 90 min; in the data active = max activation above about 30%; also: 0% is about no effect; mostly tested at two doses, the higher about 12 µM
Target sequence (P35462 whole entry, looked up): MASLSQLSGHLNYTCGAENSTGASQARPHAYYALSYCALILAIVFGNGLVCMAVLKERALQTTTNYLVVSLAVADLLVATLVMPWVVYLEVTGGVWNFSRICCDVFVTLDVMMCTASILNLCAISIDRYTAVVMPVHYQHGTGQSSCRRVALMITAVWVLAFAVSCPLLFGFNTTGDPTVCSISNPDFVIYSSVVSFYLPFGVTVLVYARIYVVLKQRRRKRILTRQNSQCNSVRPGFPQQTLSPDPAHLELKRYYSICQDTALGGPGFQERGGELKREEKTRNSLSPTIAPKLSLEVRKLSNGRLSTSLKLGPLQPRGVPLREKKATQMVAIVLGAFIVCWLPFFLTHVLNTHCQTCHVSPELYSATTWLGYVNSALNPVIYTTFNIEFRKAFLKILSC
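Agonist-mode cell screen: cells plated at 1500/well and incubated overnight at 37 °C, then exposed to library compounds for 90 min at 37 °C. Detection reagent was added for 30–60 min at room temperature, and luminescence was read.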
aSyn rescue = qHTS of alpha-syn Inhibitors | 370,000 tested, 0.14% active | Yeast expressing alpha-synuclein, growth rescue, BacTiter-Glo, 24 h | Potency, µM (top dose mostly 46.1 µM), without a hit: at the top dose growth rescue (activation), actives largely listed as activators; also: potency is read from the fitted curve at half-maximal effect; % of control where 0% means no effect; nearly all actives have a fitted effect of over 65% in size
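Galactose-induced alpha-syn yeast (OD600=0.02, raffinose-pregrown) + pinned cpd, 24 hr, 30 deg C; growth by BacTiter-Glo luminescence. Growth restoration scores as activation.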
EPAC2 ag = qHTS for Agonist of cAMP-regulated guanine nucleotide exchange factor 4 (EPAC2): primary screen; EPAC2 activation, biochemical qHTS; response scale: 100% = 6.5 mM cAMP response; Potency, µM (titrated, usually from 154 µM), without a hit: at the highest dose activation, actives largely listed as activators; AID 720711, 2013; 360,000 tested, 0.079% active; Rap guanine nucleotide exchange factor 4 (Homo sapiens), Q8WZA2; also: potency is read from the fitted curve at half-maximal effect; nearly all actives have a fitted effect of over 50% in size
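In this primary screen, activation is scored as increased exchange of BODIPY-GDP from Rap1B by 100 nM EPAC2, with 50 uM GDP as competitor. Signal is normalized to the 6.5 mM cAMP agonist control.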
D3 antag = qHTS of D3 Dopamine Receptor Antagonist: qHTS. D3R cells, DiscoveRx beta-arrestin luminescence, antagonist mode; stronger effect = lower value. max response, negative = inhibition, %. 360,000 tested, 2.5% active; in the data active = max response below about -50%; inconclusive = no clear call, values can overlap the other calls; also: % is scaled to controls: 0 for no effect and ±100 for the full control effect; mostly tested at two doses, the higher about 12 µM
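Cells expressing the human receptor were seeded at 1500 cells/well, incubated overnight at 37 degrees C in 5% CO2, then exposed to library compounds with dopamine controls for 90 minutes at 37 degrees C before luminescent detection.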
Active calls of the source: *; ? = inconclusive; nt = no result given; [ ] = another dose, or the depositor's remark. Unless noted, calls follow the shape of the dose curve; as a rule, active = well fitted curve in the direction sought with a large enough effect; inconclusive = small, poorly fitted or top-dose-only effect, or another doubt; inactive = no such curve, though single readings can be large; an effect the other way counts as inactive or inconclusive. Only part of the results is shown. The share of hits here may be higher or lower than overall.

SMILES	FUS suppressor	TDP-43 yeast inh	EPAC2 antagonist	Abeta yeast res	DRD3 agonist	aSyn rescue	EPAC2 ag	D3 antag
Cc1ccc(SCC(=O)N2CCOCC2)cc1	8%	-8%	-6%	-3%	-1	-10%	1%	0
CCC(C)(C)n1nnnc1C(C(C)C)N1CCC(C(N)=O)CC1 (stereo unspecified)	-20%	17%	9%	20%[9.22 µM]	4	-9%	3%	-9
O=C(Cn1ccc(NC(=O)OCc2ccccc2)nc1=O)NCc1ccccn1	-5%	-8%	7%	-2%	0	-2%	7%	-15
O=C(O)c1ccccc1-c1ccccc1C(=O)Nc1ccc2c(c1)C(O)c1ccccc1-2 (stereo unspecified)	11%	13%	7%	1%	0	-9%	1%	15
CCCNC(=O)NC(=O)CSc1nnc(-c2c[nH]c3ccccc23)o1	-15%	-7%	17%	-9%	-14	0%	7%	2
CCOc1ccc(S(=O)(=O)N2CCOCC2)cc1NC(=O)CN1C(=O)NC2(CCCCC2)C1=O	0%	2%	4%	3%	2	-6%	11%	9
CC[C@H](C)[C@H](NS(=O)(=O)c1ccc(C)cc1)C(=O)N1CCC(C(=O)N[C@@H](C)C(=O)O)CC1	1%	1%	3%	5%	-2	0%	-4%	8
Cc1csc(=O)n1CC(=O)Nc1ccc(Cl)c(Cl)c1	9%	15%	-2%	13%	-4	-8%	10%	-16
CCC(=O)N(Cc1ccco1)c1nc(-c2ccc(OC)cc2)cs1	5%	11%	0%	20%	1	5%	13%	1
CC1CCN(c2cc(N3CCOCC3)c([N+](=O)[O-])cc2F)CC1	25%	22%	1%	-37%[inhibitor]	1	-11%	-1%	-12
COCc1cc(C)nc(SCC(=O)N2CCC(C)CC2)c1C#N	59%	-8%	-3%	-1%	-6	-2%	10%	-12
C1CCC(Nc2nnnn2C2CCCCC2)CC1	-11%	8%	11%	29%	-9	-11%	-1%	14
CCOC(=O)CSc1nc(C2CC2)cc(-c2ccc(F)cc2)c1C#N	28%	7%	-2%	-10%	-6	0%	8%	35
COCC(=O)Nc1cc(C(=O)Nc2ccccc2C)ccc1Cl	-3%	0%	4%	3%	1	0%	13%	-6
O=C(c1ccc(F)cc1)c1c[nH]c(C(=O)NCCCN2CCOCC2)c1	-6%	21%	19%	15%	8	-10%	2%	-17
Cc1cc(C)n(-c2nc3cc(Cl)ccc3nc2N2CCN(c3cccc(C)c3C)CC2)n1	-28%	14%	nt	-15%	-4	nt	nt	nt
CCOCCCn1c(=NC(=O)c2cccs2)c(C#N)cc2c(=O)n3cccc(C)c3nc21	-4%	14%	2%	12%	4	4%	-9%	74
Nc1c(C(=O)NC2CCCCC2)nsc1C(=O)OCC(=O)NC1CCCCC1	8%	25%	17%	5%	9	1%	-9%	-10
CC(C)CNC(=O)C(=O)NCCC1CCCCN1S(=O)(=O)c1cccs1 (stereo unspecified)	1%	10%	0%	7%	-2	-8%	4%	5
CCOC(=O)CSc1nc2ccc(C)cc2n2cnnc12	-7%	1%	-1%	-6%	6	0%	-7%	24

Shown as a markdown table: part of the list above
| Molecule | FUS suppressor | TDP-43 yeast inh | EPAC2 antagonist | Abeta yeast res | DRD3 agonist | aSyn rescue | EPAC2 ag | D3 antag |
| --- | --- | --- | --- | --- | --- | --- | --- | --- |
| CCOc1ccc(S(=O)(=O)N2CCOCC2)cc1NC(=O)CN1C(=O)NC2(CCCCC2)C1=O | 0% | 2% | 4% | 3% | 2 | -6% | 11% | 9 |
| CC[C@H](C)[C@H](NS(=O)(=O)c1ccc(C)cc1)C(=O)N1CCC(C(=O)N[C@@H](C)C(=O)O)CC1 | 1% | 1% | 3% | 5% | -2 | 0% | -4% | 8 |
| Cc1csc(=O)n1CC(=O)Nc1ccc(Cl)c(Cl)c1 | 9% | 15% | -2% | 13% | -4 | -8% | 10% | -16 |
| CCC(=O)N(Cc1ccco1)c1nc(-c2ccc(OC)cc2)cs1 | 5% | 11% | 0% | 20% | 1 | 5% | 13% | 1 |

More results follow.
SMILES	FUS suppressor	TDP-43 yeast inh	EPAC2 antagonist	Abeta yeast res	DRD3 agonist	aSyn rescue	EPAC2 ag	D3 antag
COC(=O)c1ccc2c(c1)C(NC(C)=O)CCc1cc(OC)c(OC)c(OC)c1-2 (stereo unspecified)	nt	1%	-5%	12%	-5	10%	8%	-8
COc1ccc2oc(C(=O)OCC(=O)Nc3cc(S(=O)(=O)N4CCOCC4)ccc3OC)c(C)c2c1	28%	7%	-7%	1%	-9	-2%	3%	0
O=C(Nc1cccc(Cl)c1Cl)C1CCN(c2ncccn2)CC1	36%	28%	8%	1%	3	-6%	-7%	22
COc1ccc(N2C(=O)C3CCCN3C2c2ccc(C)o2)cc1 (stereo unspecified)	-1%	16%	7%	-14%	-7	-2%	2%	-6
COc1ccc(CNC(=O)c2cccc3c2C(=O)N(CC2CCCO2)C3)cc1 (stereo unspecified)	-12%	26%	-5%	6%	-1	0%	3%	-12
COc1ccc(C2=NN(CC(=O)NCCc3ccc(OC)c(OC)c3)C(=O)CC2)cc1	12%	-9%	nt	-25%	-10	nt	nt	nt
Cc1c(O)ccc(NC(=O)/C=C/c2ccccc2)c1C	21%	25%	-10%	-3%	2	5%	16%	14
COc1cccc(NC(=O)COc2ccccc2C(N)=O)c1	35%	-8%	6%	7%	1	1%	1%	0
O=C(NCCCCCCNC(=O)OCc1ccccc1)OCc1ccccc1	15%	20%	-9%	4%	-8	-5%	2%	0
CC(C)NCC(O)COC1CCC(C(C)(C)C)CC1 (stereo unspecified)	-5%	-35%[inhibitor]	-11%	-19%	4	1%	-2%	-24
CCN(CC)C(=O)CSc1nc2ccc(NC(=O)CSc3nnc(COc4ccccc4C)n3C)cc2s1	31%	6%	-1%	13%	4	1%	2%	35
COC(=O)c1ccc(Cn2nnc3c(=O)[nH]c(C4CCCN(S(=O)(=O)c5ccc(C)cc5)C4)nc32)cc1 (stereo unspecified)	-20%	8%	-7%	nt	2	-5%	9%	-9
COc1cccc(OCc2nc3ncc(Br)cc3[nH]2)c1	21%	5%	0%	13%	-8	-2%	3%	-19
Cn1nnnc1SCC(=O)NC(=O)NCc1ccccc1	3%	-9%	0%	12%	2	-2%	5%	-19
CCOc1ccc(C(=O)OCC(=O)N(Cc2ccccc2)Cc2ccccc2)cc1OC	nt	-8%	4%	-9%	-4	6%	10%	0
COc1ccc(C(=O)C2CCCN(C(=O)Cn3cncn3)C2)cc1OC (stereo unspecified)	11%	6%	1%	8%	4	-1%	7%	19
COc1ccc(CN(C2CCCCC2C)S(=O)(=O)c2ccc(S(=O)(=O)N(C)C)cc2)cc1OC (stereo unspecified)	nt	15%	-14%	0%	-3	9%	1%	-20
CSc1nnc(-c2cc3c(-c4ccccc4)nn(C)c3s2)n1C	18%	-2%	6%	-25%	-2	0%	7%	1
O=C(N=Nc1c(O)n(Cc2ccccc2)c2ccccc12)c1ccncc1	-17%	12%	-11%	1%	1	-1%	9%	12
Cc1ccc(S(=O)(=O)N(C)C)cc1NC(=O)COC(=O)CN1C(=O)c2ccccc2C1=O	-14%	11%	3%	-3%	-4	-1%	8%	-7
CCN(CC)S(=O)(=O)c1cccc(C(=O)NNC(=O)c2ccc3[nH]c(=O)c(=O)[nH]c3c2)c1	-5%	15%	-14%	-9%	2	0%	3%	-5
COc1ccc(OCC(=O)Nc2ccccc2C(=O)NC(C)C)cc1	26%	-30%[inhibitor][0.397 µM]	-7%	8%	16	-1%	-3%	0
Cc1ccc(C)c(-c2csc(NC(=O)C3=COCCO3)n2)c1	16%	?	3%	-11%	-10	4%	11%	2
CC1CCCCN1C/C=C/c1ccccc1[N+](=O)[O-] (stereo unspecified)	3%	-9%	8%	21%	-21	-7%	-5%	-29
COc1cccc(CN(C)C(=O)c2sccc2-c2ccccc2)c1OC	6%	26%	-14%	-8%	1	11%	9%	-3
Cc1cc(C(=O)COC(=O)Cn2cnc3c2c(=O)n(C)c(=O)n3C)c(C)n1C	12%	2%	-3%	-1%	-3	4%	9%	19
CCN(CC)S(=O)(=O)c1ccc(C(=O)OCC(=O)Nc2sc3c(c2C#N)CCCCC3)cc1	20%	15%	1%	-8%	0	6%	9%	-2
O=C(Cc1ccc2c(c1)OCCO2)N/N=C/c1ccco1	-1%	-6%	2%	-31%	-1	-4%	12%	-17
COC(=O)c1ccc(/C=N/Nc2nc(N3CCCCC3)nc(N3CCCCC3)n2)cc1	-8%	-14%	0%	-2%	18	3%	-3%	9
Cc1ccc(CCNC(=O)c2nnc(Cc3cccc(F)c3)o2)cc1	4%	?	nt	0%	-3	nt	nt	nt
NC(=O)COc1c(-c2ccco2)oc2ccccc2c1=O	10%	21%	-9%	-15%	2	2%	1%	8
COc1ccc(-c2noc(CCC(=O)Nc3cccnc3)n2)cc1	11%	13%	0%	2%	10	-1%	11%	4
C[C@@H](CSc1ccccc1)CN1CC[C@H](NC(=O)OCc2ccccc2)CCC1=O	?	?	-17%	6%	5	-1%	5%	23
O=C(NC1CCCC1)c1ccccc1-c1nc2ccccc2[nH]1	-27%	12%	10%	12%	7	8%	5%	?
CN(C)c1ccc(-c2nc(-c3cccs3)c(-c3cccs3)[nH]2)cc1	26%	?	nt	?	-22	nt	nt	nt
COc1ccc(C)cc1NC(=O)CCS(=O)(=O)c1ccc2c(c1)CC(=O)N2C	?	22%	nt	2%	6	nt	nt	nt
COCCNC(=O)C1C(=O)Nc2ccccc2C(=O)N1Cc1ccccc1 (stereo unspecified)	-7%	16%	12%	-17%	-9	5%	11%	-18
CSCCC(NS(=O)(=O)c1cccs1)C(=O)NCc1ccc(C)cc1 (stereo unspecified)	18%	6%	-8%	-1%	-13	-4%	16%	-1
COc1ccc(-n2nnnc2SCC(=O)Nc2ccc3c(c2)OCCO3)c(OC)c1	22%	-22%	1%	-15%	-5	4%	10%	-12
CCOC(=O)N1CCN(S(=O)(=O)c2cc(OCC)ccc2OCC)CC1	18%	-7%	-3%	-12%	-2	6%	6%	12
CC(=O)N1CCN(c2ccc(C(N)=O)cc2[N+](=O)[O-])CC1	23%	-8%	4%	-5%	-6	-2%	-2%	1
